FUS suppressor: FUS proteinopathy suppression in yeast. Potency, µM (series often up to 76.6 µM), without a hit: at the highest dose growth rescue (activation), actives largely listed as activators. 390,000 tested, 0.24% active. S. cerevisiae FUS-expressing, growth rescue, OD600, 24 h;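 note: potency is the fitted concentration of half-maximal effect; plate controls were DMSO vehicle for no effect and reference control for full effect; nearly all actives have a fitted effect of over 55% in size; some results filed as inactive show a strong effect at the top dose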
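Yeast FUS proteinopathy model; galactose-induced FUS (2%), starting OD 0.005. Cpds in dilution series, 24hr, 30C, 99% humidity. Abs 600 nm growth. Pos ctrl CP55940 (top 92uM final); neg ctrl DMSO.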
TDP-43 yeast inh: rescues yeast growth from TDP-43 toxicity; Potency, µM (doses to about 46.1 µM), for the others: at the highest dose growth rescue (activation), hits mostly activators; 410,000 tested, 1.8% active; TDP-43 expressing yeast growth rescue, BacTiter-Glo, 24 h; AID 652104; note: potency is the fitted concentration of half-maximal effect; % of control where 0% means no effect; nearly all actives have a fitted effect of over 50% in size
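Luminescence from BacTiter-Glo reports growth of TDP-43-expressing yeast after 24 hr at 30 deg C with compound. Cells were raffinose-pregrown to mid-log, then seeded in galactose medium at OD600=0.02.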
GLP-1R inv ag: inverse agonists of human GLP-1 receptor; 410,000 tested, 1.6% active; AID 624417; HEK293 GLP-1R CRE-luciferase, luminescence, 24 h; GLP-1R form is constitutively active; Potency, µM (titrated, usually from 38.3 µM), for inactives: at the highest dose activity change, negative = inhibition, actives largely listed as inhibitors; note: potency is the fitted concentration of half-maximal effect; % is set by controls: 0 for no effect and ±100 for the full control effect; nearly all actives have a fitted effect of over 55% in size
Target sequence (P43220 whole entry, looked up): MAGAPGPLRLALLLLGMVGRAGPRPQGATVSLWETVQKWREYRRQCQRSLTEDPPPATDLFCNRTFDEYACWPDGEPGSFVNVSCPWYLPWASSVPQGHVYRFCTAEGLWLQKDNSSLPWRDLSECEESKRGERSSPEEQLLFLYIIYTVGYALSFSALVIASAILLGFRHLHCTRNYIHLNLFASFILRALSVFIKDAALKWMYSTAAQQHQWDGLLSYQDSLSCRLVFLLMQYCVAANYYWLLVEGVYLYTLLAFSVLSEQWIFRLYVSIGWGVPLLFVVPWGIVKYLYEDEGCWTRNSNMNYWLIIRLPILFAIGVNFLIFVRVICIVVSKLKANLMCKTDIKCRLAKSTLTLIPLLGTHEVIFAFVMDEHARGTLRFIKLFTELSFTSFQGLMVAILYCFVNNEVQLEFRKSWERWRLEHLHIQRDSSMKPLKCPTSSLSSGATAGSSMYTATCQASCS
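Using stably transfected HEK293 (constitutively active GLP-1R, cAMP-luciferase reporter), compounds were incubated 24 hr and luciferase measured by luminescence.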
PTHR1 ag: activates the human parathyroid hormone receptor PTHR1. Q03431. HEK293 GP2 PTHR1 cells, GloSensor cAMP luminescence, 1 h. Potency, µM (titrated, usually from 115 µM), for the others: at the top dose activation, actives largely listed as activators. 410,000 tested, 0.075% active. AID 743266; note: potency is the fitted concentration of half-maximal effect; nearly all actives have a fitted effect of over 55% in size; some results filed as inactive show a strong effect at the top dose; inactives centre near -15; many of its hits are not listed in these tables
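HEK-293-derived GP2 cells expressing PTHR1 and a GloSensor cAMP reporter, 3,000/well, plated overnight, given luciferin plus IBMX (each 0.5 mM as added) for 1 h at 37 °C, then compound for 1 h at 37 °C. Luminescence was read after 15 min at room temperature.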
D3 antag: D3 dopamine receptor (human) antagonism; P35462; D3R cells, DiscoveRx beta-arrestin luminescence, antagonist mode; hits give low values; max response, negative = inhibition, %; 360,000 tested, 2.5% active; AID 652054; in the data active = max response below about -50%; inconclusive = no clear call, values can overlap the other calls; note: % is set by controls: 0 for no effect and ±100 for the full control effect; mostly tested at two doses, the higher about 12 µM
Target sequence (P35462 whole entry, looked up): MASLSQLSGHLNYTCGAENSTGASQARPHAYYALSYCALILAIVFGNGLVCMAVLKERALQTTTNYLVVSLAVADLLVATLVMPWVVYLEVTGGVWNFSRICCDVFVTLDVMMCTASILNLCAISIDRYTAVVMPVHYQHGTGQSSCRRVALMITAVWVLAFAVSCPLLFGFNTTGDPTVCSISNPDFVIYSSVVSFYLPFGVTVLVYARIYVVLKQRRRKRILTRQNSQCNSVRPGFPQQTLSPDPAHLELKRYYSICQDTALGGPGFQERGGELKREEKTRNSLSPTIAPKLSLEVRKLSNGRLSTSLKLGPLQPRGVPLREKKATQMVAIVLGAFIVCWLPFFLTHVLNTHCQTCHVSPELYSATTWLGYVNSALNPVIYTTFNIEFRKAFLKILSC
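Cells expressing the human receptor were seeded at 1500 cells/well, incubated overnight at 37 degrees C in 5% CO2, then exposed to library compounds with dopamine controls for 90 minutes at 37 degrees C before luminescent detection.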
pAkt inh: Akt phosphorylation inhibition; activity change, % for hits at 50 µM; Neuro2A IGF-stimulated pAkt S473 HTRF, 20 min; hits give low values; 360,000 tested, 0.32% active; in the data active = activity change below about -80%; inconclusive = mostly about -51% to -80%; note: % is set by controls: 0 for no effect and ±100 for the full control effect
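Neuro2A cells (4,500/well, DMEM with 0.5% FBS) were treated with compound at a single 50 µM final concentration, stimulated with 6 nM IGF for 20 min at 37 °C, and lysed. Phospho-Akt Ser473 was read by HTRF as 665/615 ratio ×10^4.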
aSyn yeast inh: inhibitors of alpha-synuclein toxicity in yeast. Yeast expressing alpha-synuclein, growth rescue, BacTiter-Glo, 24 h. 370,000 tested, 0.14% active. Potency, µM (highest dose often 46.1 µM), inactives show at the highest dose growth rescue (activation), usual class: activators; note: potency is the fitted concentration of half-maximal effect; % of control where 0% means no effect; nearly all actives have a fitted effect of over 65% in size
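Readout is rescue of growth in alpha-synuclein-expressing yeast, so inhibitors of toxicity appear as activators. Growth after 24 hr at 30 deg C in galactose medium is quantified by luminescence.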
GLP1R ag: GLP-1 receptor (human) agonism | P43220 | HEK293 GLP-1R CRE-luciferase, luminescence, 4-6 h; cells express a hypersensitive GLP-1R form | Potency, µM (doses to about 45.6 µM), without a hit: top-dose activation, most hits filed as activators | 380,000 tested, 0.007% active | AID 624172; note: potency is the fitted concentration of half-maximal effect; % of control where 0% means no effect
Abeta rescue: restores growth of yeast expressing A-beta42 peptide; yeast expressing A-beta42, growth rescue, OD600, 48 h; response scale: 0% DMSO, 100% iron-clioquinol control; Potency, µM (titrated, usually from 46.1 µM), for the others: at the top dose growth rescue, hits mostly activators; 410,000 tested, 0.063% active; note: potency is the fitted concentration of half-maximal effect; nearly all actives have a fitted effect of over 55% in size
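Yeast A-beta toxicity model in growth medium with pinned compounds, 48 h at 30 C; growth read as absorbance at 600 nm. Normalized to FeCl3/clioquinol equimolar mix (positive) and DMSO (negative).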
Active calls of the source: *; i = inactive; ? = inconclusive; nt = not tested or not shown; & = joins results of further samples; [ ] = remark or other dose. Unless noted, calls come from the whole dose curve; as a rule, active = well fitted curve in the direction sought with a large enough effect; inconclusive = small, poorly fitted or top-dose-only effect, or another doubt; inactive = no such curve, though single readings can be large; an effect the other way counts as inactive or inconclusive.

Compound,FUS suppressor,TDP-43 yeast inh,GLP-1R inv ag,PTHR1 ag,D3 antag,pAkt inh,aSyn yeast inh,GLP1R ag,Abeta rescue
CCOP(=O)(OCC)C(Nc1ccc(OC)cc1)c1ccco1 (stereo unspecified),4%,1%,1%,-24%,6,i,3%,-2%,2%
CCOc1ccc(CNCCCSc2nnnn2C)cc1OC,-24%,0%[9.22 µM],-24%,i,nt,nt,nt,nt,-2%
CC(=O)c1cn(N2CCCCC2)c(=O)[nH]c1=O,-18%,-9%,18%,i,-7,i,-1%,4%,-19%
COc1cccc(C(C)(O)c2nc(-c3cc(F)cc(F)c3)cs2)c1 (stereo unspecified),11%,3%,?,-4%,12,i,-1%,-2%,?
CCS(=O)(=O)N1CCC(C(=O)NCCN2CCN(Cc3ccccc3)CC2)CC1,-9%,-12%,-2%,-16%[57.5 µM],-26,i,-2%,-1%,-2%
Cc1oc(-c2ccccc2F)nc1CS(=O)(=O)CC(=O)NCc1ccco1,1%,27%,4%,-4%,-8,i,5%,-6%,8%
COc1ccc(C2C(C(=O)Nc3ccccc3)=C(C)Nc3nc(CCCO)nn32)cc1 (stereo unspecified),20%,4%,-4%,-1%[57.5 µM],19,i,6%,-10%,-1%
NC(=O)c1cc(NC(=O)CCCc2nc3ccccc3s2)cc(C(N)=O)c1,-15%,-2%,36%[activator],i,1,i,0%,6%,-7%
Nc1ccccc1NC(=O)c1ccccc1N,4%,5%,7%,i,16,i,-1%,-2%,-10%
COc1ccc(N2CCN(C(=O)Cn3cnc4c(cnn4-c4ccccc4)c3=O)CC2)cc1,-19%,-15%,-16%,-20%,-16,i,2%,-5%,5%
Cc1[nH]c(=O)[nH]c(=S)c1C(=O)Nc1ccc(Cl)c(Cl)c1,-23%,14%,0%,-1%,-13,i,-4%,2%,-6%
Cc1ccc(NC(=O)COC(=O)c2oc3ccccc3c2C)cc1S(=O)(=O)N1CCOCC1,42%,14%,-18%,-58%[inhibitor],-22,i,14%,3%,24%
Fc1ccc(N=c2ssnc2Cl)c(F)c1,28%,-93%[inhibitor],-16%,-38%[inhibitor],6,i,-31%[inhibitor],8%,-94%[inhibitor]
CC(=O)N1CCn2c3ccc(C)cc3c3cccc1c32,25%,14µM*,31%[activator],-13%[57.5 µM],17,i,14%,14%,21%
CC(O)C(NS(=O)(=O)c1ccc(Cl)cc1)C(=O)OCC(=O)N1CCN(c2ccccc2)CC1 (stereo unspecified),-17%,6%,8%,i,-5,i,-5%,3%,8%
CCOc1ccccc1NC(=O)c1cc(C(=O)Nc2ccccc2OCC)cc(N2C(=O)CCC2=O)c1,-11%,17%,10%,i,23,i,-8%,18%,-1%

Part of the list above, reformatted.
Order of values: FUS suppressor | TDP-43 yeast inh | GLP-1R inv ag | PTHR1 ag | D3 antag | pAkt inh | aSyn yeast inh | GLP1R ag | Abeta rescue
COc1ccc(N2CCN(C(=O)Cn3cnc4c(cnn4-c4ccccc4)c3=O)CC2)cc1
→ -19% | -15% | -16% | -20% | -16 | i | 2% | -5% | 5%
Cc1[nH]c(=O)[nH]c(=S)c1C(=O)Nc1ccc(Cl)c(Cl)c1
→ -23% | 14% | 0% | -1% | -13 | i | -4% | 2% | -6%

More compounds follow:
Compound,FUS suppressor,TDP-43 yeast inh,GLP-1R inv ag,PTHR1 ag,D3 antag,pAkt inh,aSyn yeast inh,GLP1R ag,Abeta rescue
O=C(O)CCN(Cc1ccccc1)S(=O)(=O)c1ccc(Cl)cc1F,7%,nt,-5%,-38%,?,i,14%,5%,28%
COc1ccccc1NC(=O)CC1C(=O)Nc2ccccc2N1C(=O)c1ccccc1 (stereo unspecified),8%,0%,49%[activator],i,0,i,-8%,5%,-2%
COc1ccc(NC(=O)COC(=O)CC23CC4CC(CC(C4)C2)C3)c([N+](=O)[O-])c1,nt,-1%,?,i,18,i,12%,?,5%
Cc1ccc(NC(=O)CSc2nc3ccccc3c3nc(CCc4c(C)n[nH]c4C)nn23)cc1F,37%,-10%,0%,i,11,i,3%,0%,15%
COc1ccc(C(=O)Nc2nnc(-c3ccccc3)s2)cc1,0%,7%,32%[activator],i,16,i,1%,0%,-1%
Cc1csc2nc(O)c(C(=O)NCC3CCCO3)c(=O)n12 (stereo unspecified),10%,-55%[inhibitor],6%,i,-4,i,1%,5%,1%
COc1ccccc1NC(=O)COC(=O)CNC(=O)C1CCCCC1,-12%,-5%,23%,i,-11,i,11%,14%,-13%
COc1ccc(Sc2ccc(-c3nc4cnccn4c3NC3CCCCC3)cc2OC)cc1,19%,?,10%,i,49,i,12%,6%,0%
Cc1ccc(CSc2nc(-c3cccs3)ccc2C#N)cc1,1%,-5%,?,i,nt,nt,nt,nt,-10%
O=C(Cc1ccc([N+](=O)[O-])cc1)NC(C(=O)O)C(O)c1cccc([N+](=O)[O-])c1 (stereo unspecified),9%,12%,3%,i,-5,i,2%,4%,7%
Cc1ccc(C(=O)N2CCN(c3cccc(Cl)c3)CC2)cc1C,36%,?,?,i,30,nt,1%,14%,-25%
O=C(O)c1cc(N/N=C/c2cccc3ccccc23)ccc1Cl,8%,22%,29%,-84%[inhibitor],-7,i,-7%,1%,-5%
Cc1nc(NCC(c2ccccc2)N(C)C)c2c(C)c(C)sc2n1 (stereo unspecified),6%,2%,?,i,4,i,2%,25%,-13%
O=C(Nc1ccc(F)cc1)c1oc2ccccc2c1NC(=O)C1CCCCC1,2%,14%,-8%,-94%[inhibitor],nt,nt,nt,0%,0%
COc1ccc(Cl)cc1C(=O)Nc1nnn(C)n1,?,-12%,2%,12%,5,i,-1%,2%,-7%
Cc1ccc(S(=O)(=O)Cn2nnnc2C(C(C)C)N2CCSCC2)cc1 (stereo unspecified),-2%,12%,?,i,-16,i,4%,8%,-13%
O=C(OC(C(=O)NC1CCCCC1)c1ccccc1)c1ccco1 (stereo unspecified),-9%,-12%,5%,i,13,i,-6%,-5%,16%
Clc1ncccc1OCc1ccccc1,7%,13µM*,40%[activator],i,?,i,3%,20%,-8%
C#CCOCCOCCOCCNc1nc(N2CCN(C(=O)[C@H]([C@@H](C)CC)n3cc(CCC(=O)O)nn3)CC2)nc(N2CCN(C(=O)[C@H](CCCCN)n3cc(CCCC)nn3)CC2)n1,17%,12%,6%,-18%,11,i,-1%,3%,0%
CCOc1ccccc1CNS(=O)(=O)c1ccc2c(c1)C(C)(C)C(=O)N2C,17%&39%,-9%&4%,7%&-6%,?,-1,i,-2%,7%,0%&-7%
COc1ccc(OC)c(N(CC(=O)Nc2ccc3c(c2)OCO3)S(=O)(=O)c2ccccc2)c1,?,0%,-17%,-14%,-9,i,-3%,4%,6%
O=C(NCc1ccc(F)cc1)c1ccc(Cl)c(NC2=NC3CS(=O)(=O)CC3S2)c1 (stereo unspecified),-11%,-5%,3%,-16%,-11,i,-6%,2%,-5%
CCc1ccc(NC(=O)C2CCN(c3nn4c(=O)cc(C)nc4s3)CC2)cc1,4%,25%,-10%,-35%[inhibitor],nt,nt,nt,nt,-13%
CCOC1=C2CN(S(=O)(=O)c3ccc(C)cc3)[C@@H](c3cccs3)C[C@H]2[C@H]2C(=O)N(c3ccccc3)C(=O)[C@H]2C1,42%,10%,7%,-19%,-3,i,3%,2%,-2%
COc1ccc(C2C(C(=O)NCCN3CCOCC3)c3ccccc3C(=O)N2C)cc1OC (stereo unspecified),14%,12%,0%,-22%[57.5 µM],-10,i,-1%,10%,-23%
COc1ccc(CN(CCC#N)C(=S)NC(=O)c2ccccc2)cc1,4%,9%,?,i,86,i,-7%,-7%,18%
Nc1nonc1C(=O)N/N=C/c1ccc(-c2cccc([N+](=O)[O-])c2)o1,37%,-2%,1%,-18%[57.5 µM],-11,i,-7%,-8%,-13%
COc1ccc(NC(=O)C23CC4CC(C2)CC(n2cnc(Br)n2)(C4)C3)c(OC)c1,30%,-11%,-12%,i,-2,i,-3%,-1%,-9%
Cc1ccc(NC(=O)NC2CCCCC2)c(C)c1,nt,20%,20%,-18%,6,i,5%,-1%,5%
Cc1cc(=O)oc2c3c(cc(OCC(=O)NCc4cccnc4)c12)OC(C)(C)CC3,1%,10%,26%,-20%,-18,i,0%,26%,-19%
CCc1nc(Sc2nnnn2-c2ccccc2)c2c3c(sc2n1)CCCC3,0%,2%,13%,-22%,?,i,4%,-17%,-2%
COc1ccc(OC)c(NC(=O)CSc2nnc(C)n2Cc2ccccc2)c1,13%,-8%,2%,12%[57.5 µM],19,nt,0%,5%,5%
O=c1[nH]c2ccc(NS(=O)(=O)c3ccc4ccccc4c3)cc2[nH]1,12%,18%,25%,-33%[inhibitor],23,i,-1%,-6%,4%
CN1OC[C@@H]2CN(Cc3cc(Cl)cc(Cl)c3)[C@H](c3cccc(Oc4ccccc4)c3)C[C@@H]21,40%,?,?,-3%,17,i,-1%,8%,7%
CCOC(=O)c1ccc(N2C(=O)Cc3ccccc3C2=O)cc1,36%,-3%,-26%,-6%,-10,i,-6%,-1%,-2%
CCOC1=C2CN(S(=O)(=O)c3ccc(C)cc3)C(c3cccc(Cl)c3)CC2N(S(=O)(=O)c2ccc(Cl)cc2)C(c2ccccc2)C1 (stereo unspecified),-1%,7%,14%,-18%,9,i,2%,nt,-7%
CCC(C)c1ccc(NC(=O)C2CC2)cc1 (stereo unspecified),16%,-28%,0%,-6%,37,i,-28%,0%,-73%[inhibitor]
CCn1c(C(=O)N2CCc3ccccc3C2)cc2oc3ccccc3c21,33%,?,?,i,8,i,6%,23%,10%
O=C(CCC1CCCC1)N=C1SC2CS(=O)(=O)CC2N1c1ccccc1F (stereo unspecified),-20%,8%,35%[activator],i,6,nt,-6%,10%,-17%

Only part of the results is shown. The share of hits here may be higher or lower than overall.
